# Source: PubChem
# CHRM4 antagonist: human M4 muscarinic receptor antagonists, primary screen, CHO cells, Fluo-8 calcium fluorescence | inhibition, % at 3 µM | actives 0.73% (n = 360,000) | AID 624125, 2012 | CHO-hM4 cells, ACh EC80 | Muscarinic acetylcholine receptor M4 (Homo sapiens), P08173;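 active = inhibition above its plate's cutoff, the mean inhibition of sample wells plus 3 SD, cut at about 27% in these data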;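 also: 0% = acetylcholine EC80 with DMSO and 100% = DMSO without agonist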
# Target sequence (P08173 whole entry, looked up): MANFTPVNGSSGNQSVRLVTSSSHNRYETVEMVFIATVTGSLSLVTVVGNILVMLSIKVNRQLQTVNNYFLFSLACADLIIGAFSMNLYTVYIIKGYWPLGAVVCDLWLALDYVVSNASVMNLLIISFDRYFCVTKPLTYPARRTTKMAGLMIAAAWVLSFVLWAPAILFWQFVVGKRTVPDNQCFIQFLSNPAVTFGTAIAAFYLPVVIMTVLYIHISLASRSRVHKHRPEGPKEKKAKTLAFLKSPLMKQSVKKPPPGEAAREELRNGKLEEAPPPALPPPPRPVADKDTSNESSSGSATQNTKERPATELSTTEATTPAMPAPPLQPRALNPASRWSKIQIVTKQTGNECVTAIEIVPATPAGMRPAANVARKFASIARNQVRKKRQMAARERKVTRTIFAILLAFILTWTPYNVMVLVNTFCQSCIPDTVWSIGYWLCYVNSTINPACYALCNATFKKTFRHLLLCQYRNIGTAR
# CHRM5 PAM: human M5 muscarinic receptor positive allosteric modulators, primary screen, CHO-K1 cells, Fluo-8 calcium fluorescence; Muscarinic acetylcholine receptor M5 (Homo sapiens), P08912; CHO-K1 hM5, ACh EC20 PAM; 0% = ACh EC20, 100% = ACh EC100; activation, % at 3 µM; actives 0.3% (n = 360,000);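 active = activation above the run cutoff, the mean activation of all test compounds plus 3 SD, cut at about 18% in these data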
# Target sequence (P08912 whole entry, looked up): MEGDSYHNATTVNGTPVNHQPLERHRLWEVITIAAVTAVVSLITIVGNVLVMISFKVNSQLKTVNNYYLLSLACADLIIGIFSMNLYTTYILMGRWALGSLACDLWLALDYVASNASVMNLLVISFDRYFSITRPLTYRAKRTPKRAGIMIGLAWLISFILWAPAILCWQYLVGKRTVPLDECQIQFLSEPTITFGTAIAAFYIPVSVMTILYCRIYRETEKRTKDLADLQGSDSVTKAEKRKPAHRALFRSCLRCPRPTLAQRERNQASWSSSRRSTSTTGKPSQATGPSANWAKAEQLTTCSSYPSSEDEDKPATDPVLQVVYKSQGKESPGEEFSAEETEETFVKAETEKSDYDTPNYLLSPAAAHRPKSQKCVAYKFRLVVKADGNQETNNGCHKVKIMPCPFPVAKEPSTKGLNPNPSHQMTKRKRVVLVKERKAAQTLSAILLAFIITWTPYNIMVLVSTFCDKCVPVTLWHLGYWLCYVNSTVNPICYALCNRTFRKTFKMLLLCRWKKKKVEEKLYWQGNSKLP
#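 system = human M5 receptor in CHO-K1 cells | compound = one concentration, 3 µM final (nominal) | schedule = Post-acetylcholine fluorescence recording 140 s | signal = Fluo-8 calcium dye fluorescence, kinetic read | benchmarks = low control EC20 acetylcholine (0%), high control EC100 acetylcholine (100%) | repeats = singlicate, one well per test compound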
# M4 ag: human M4 muscarinic receptor agonists, primary screen, CHO-K1 cells, Fluo-8 calcium fluorescence; Muscarinic acetylcholine receptor M4 (Homo sapiens), P08173; CHO-K1 hM4/Gqi5; vehicle 0%, full acetylcholine response 100%; activation, % at 3 µM; actives 0.14% (n = 360,000);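 active = activation above the run mean over all test wells plus 3 SD, cut at about 32% in these data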;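 also: peak over basal fluorescence ratio per well then scaled between controls; 0% = DMSO wells and 100% = acetylcholine at EC100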
# M4 PAM: human M4 muscarinic receptor positive allosteric modulators, primary screen, CHO-K1 cells, Fluo-8 calcium fluorescence; Muscarinic acetylcholine receptor M4 (Homo sapiens), P08173; actives 0.4% (n = 360,000); activation, % at 3 µM; CHO-K1 hM4/Gqi5, ACh EC20; 0% = ACh EC20, 100% = maximal ACh;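 active = activation above its plate's cutoff, the mean activation of sample wells plus 3 SD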; also: some results filed as inactive read as strong as hits
# CRFR2-BP antag: antagonists of CRF-BP/CRF-R2 complex, primary screen, cell-based, HEK293, calcium dye fluorescence, uHTS | CRF-induced calcium fluorescence | inhibition, % at 11.8 µM | actives 0.59% (n = 350,000);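 active = inhibition of the ligand-induced calcium signal above about 50% at the single tested concentration, limit read from the data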
# IDE cell inh: human IDE inhibitors in live cells, primary screen, fluorescence polarization, HEK cells, FAbetaB substrate. FAbetaB cleavage. inhibition, % at 5.59 µM. actives 0.41% (n = 320,000). AID 434962, 2010;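 active = percent inhibition above the average of all tested compounds plus 3 SD, set per screening campaign, cut at about 16% in these data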;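 also: IDE supplied by intact live HEK cells; FP after avidin binding of uncleaved biotin substrate so inhibition keeps polarization high; 0% = DMSO wells and 100% = 60 µM reference IDE inhibitor Ii1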
# M5 antag: human M5 muscarinic receptor antagonists, primary screen, CHO cells, Fluo-8 calcium fluorescence; CHO-hM5 cells, ACh EC80; inhibition, % at 3 µM; actives 0.59% (n = 360,000); AID 624040, 2012;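 active = inhibition above a per-plate cutoff, the mean of that plate's test compounds plus 3 SD, cut at about 27% in these data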;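 also: 0% = acetylcholine EC80 with DMSO and 100% = DMSO without agonist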
# CRFBP-R2 agonist: agonists of CRF-BP/CRF-R2 complex, primary screen, cell-based, HEK293, calcium dye fluorescence, uHTS; calcium dye fluorescence (FLIPR); percent of saturating CRF peptide response; activation, % at 13.2 µM; actives 0.46% (n = 350,000);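 active = activation of at least 50%, plus an integration ratio under a set limit after plate pattern correction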;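 also: plate controls were neutral control wells without compound for no effect and CRF at EC100 for full effect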
# M5 ag: human M5 muscarinic receptor agonists, primary screen, CHO-K1 cells, Fluo-8 calcium fluorescence; AID 624037, 2012; activation, % at 3 µM; Muscarinic acetylcholine receptor M5 (Homo sapiens), P08912; actives 0.19% (n = 360,000); CHO-K1 hM5 cells; 0% DMSO wells, 100% maximal acetylcholine response;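 active = activation above the run's mean over test compounds plus 3 SD, cut at about 23% in these data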;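 also: signal is peak over basal fluorescence ratio across the kinetic read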
# Starred values were filed as active, the others as inactive; . = not tested or not shown. Rows were taken by chance; any-hit rate near 2.9%.
CHRM4 antagonist	CHRM5 PAM	M4 ag	M4 PAM	CRFR2-BP antag	IDE cell inh	M5 antag	CRFBP-R2 agonist	M5 ag	Compound
-12	-10	9	1	-3	5	7	-1.1	0	CC(C)(C)NC(=O)/C(=C\c1cccnc1)NC(=O)c1ccco1
-4	4	2	-4	-20	-1	-12	0.7	-2	O=C1NC2(CCCCCC2)C(=O)N1Cc1ccccc1Br
-2	-2	2	4	3	-3	4	-0.4	1	CC(=O)c1sc(NC(C)c2ccccc2)nc1C (stereo not given)
-12	8	1	10	29	4	-3	-6.3	-7	Nc1ccc(Cl)c(S(=O)(=O)Nc2ccccc2Cl)c1
2	4	1	2	-19	7	-4	0.0	1	CC1CCc2c(sc3nn[nH]c(=O)c23)C1 (stereo not given)
-4	-1	2	12	5	1	4	-0.1	-2	Cc1cccc(Cc2nnc(CCC(=O)N(C)Cc3ccncc3C)o2)c1
-2	7	0	1	6	1	5	1.2	2	O=c1[nH]c(=O)c2cc([N+](=O)[O-])cc([N+](=O)[O-])c2[nH]1
5	-1	0	9	40	10	2	-0.2	1	Cc1ccc(S(=O)(=O)Cc2sc3ccccc3[n+]2C)cc1
0	4	1	16	6	-2	7	-3.0	0	COC(=O)c1cc(NC(C)=O)ccc1N1CCOCC1
4	4	6	-7	0	-3	-3	0.0	-6	CC(C)(CNC(=O)c1cccc(F)c1)CNC(=O)c1cccc(F)c1
2	0	1	2	4	-1	-4	2.2	7	COCc1cc(C)nc(SCC(=O)Oc2ccccc2)c1C#N
3	1	0	5	44	-2	1	0.1	0	Cc1nn(-c2ccccc2)c2sc(C(=O)c3c(N)n(C)c(=O)n(C)c3=O)cc12
-8	2	1	3	11	1	0	-2.0	2	C#CCOCCOCCOCCNc1nc(N2CCN(C(=O)[C@H]([C@@H](C)CC)n3cc([C@@H](N)CC(C)C)nn3)CC2)nc(N2CCN(C(=O)[C@H](CCCCN)n3cc([C@@H](N)C(C)CC)nn3)CC2)n1 (stereo not given in full)
-17	-4	2	-2	-13	2	0	3.4	-4	CCC(C)c1ccc(NC(=O)C2CCN(c3ncccn3)CC2)cc1 (stereo not given)
5	-5	0	-7	-1	6	22	-0.7	-15	Clc1cccc(CN2CCCCCC2)c1Cl
-8	-2	-1	0	9	-2	3	0.3	-2	COc1cccc(C2CC(=O)C3=C(C2)Nc2ccccc2N(C(=O)CCC(=O)O)C3c2ccc(F)cc2)c1 (stereo not given)
-4	5	0	15	11	1	1	2.1	-2	CC(CN1CCCC(C(N)=O)C1)c1ccccc1 (stereo not given)
-3	2	1	0	1	4	-4	-2.1	2	Cc1cc(=O)n2c(ccc3ccccc32)c1C#N
-2	8	2	-3	-3	5	4	-2.0	0	COc1ccc(C2=NN(C(=O)CCC(=O)O)C(c3cccs3)C2)cc1OC (stereo not given)
-5	4	2	4	-14	.	-8	-0.9	-2	CN(C)CCCNC(=O)C[C@H]1C[C@H](C(=O)N2CCCCC2)[C@@]2(CCc3ccccc3)c3[nH]c4cc(-c5ccco5)ccc4c3CCN2C1=O
-3	6	1	7	-11	3	-5	-0.6	-10	O=C(NC(Cc1ccccc1)c1nc2ccccc2[nH]1)C1CC(=O)N(c2ccc3c(c2)OCCO3)C1 (stereo not given)
8	-9	1	-6	.	.	3	.	3	CCCCC[C@@H](C)N1C[C@@H](COCc2ccccc2)Oc2cc(N3CCC[C@H]3CO)ccc2S1(=O)=O
-3	5	0	4	-10	-7	2	-2.1	-2	Cc1cc(C)c(C)c(S(=O)(=O)N2C(=S)NC(=O)C2CC(C)C)c1C (stereo not given)
-11	-1	-1	0	-5	0	4	-0.1	-3	COC(=O)CN1C(=O)COc2ccc(S(=O)(=O)NCc3ccccc3)cc21
-16	-3	5	3	23	0	-2	-0.2	-1	COc1cccc(N2CCN(C(=O)c3cc4c(s3)-c3ccccc3OC4)CC2)c1
3	0	1	2	29	1	12	-0.2	-7	COc1ccc(C(=O)C2CCCN(Cc3ccc4nonc4c3)C2)cc1OC (stereo not given)
8	5	0	-3	9	-1	-3	0.8	1	CCOc1ccc(N(C(C)C(=O)NC(C)CC)S(C)(=O)=O)cc1 (stereo not given)
2	-3	1	-6	-1	-5	19	0.2	-2	CCCc1nnc(SCC(=O)Nc2ccccc2Cl)n1CC1CCCO1 (stereo not given)
2	0	3	16	18	3	10	-0.5	2	C/C=C\C=C\C(=O)N1CC2(CC(c3cccc(NC(=O)/C(C)=C\C)c3)=NO2)C[C@H]1C(N)=O (stereo not given in full)
1	4	3	-2	9	2	7	-0.7	-2	CCc1ccc(-n2c(C)nc3cc(C(=O)NCc4cccnc4)ccc32)cc1
11	-36	-2	-32	-6	-3	18	0.6	-21	C=CCN(CC(O)c1cccc([N+](=O)[O-])c1)C(C)CCc1ccccc1 (stereo not given)
3	-7	6	-13	3	5	0	-1.0	-3	Nc1ccc(C(=O)OCCCc2nc3cc4ccccc4cc3[nH]2)cc1
-4	-9	5	-1	2	3	4	1.4	0	OCCC1CN(Cc2ccccn2)CCN1C1CCCC1 (stereo not given)
4	3	0	-3	1	5	-5	1.5	0	O=C(O)Cc1ccc(C(=O)c2ccc(F)cc2)s1
2	2	0	7	-8	7	-5	4.0	-1	CC[n+]1c(/C=C/Nc2ccccc2)oc2ccccc21
3	7	1	3	5	.	2	-1.6	1	CN(C(=O)CSc1nnc(C2CC2)n1C)C1CCCc2ccccc21 (stereo not given)
11	-8	0	-3	3	0	3	-0.1	-11	CCC1CCCCN1CCCn1c(=S)[nH]c2ccccc2c1=O (stereo not given)
-12	-1	2	19	1	-2	-3	0.7	-4	Cc1ccc(N(Cc2ccccc2)C(=O)c2cccc(S(=O)(=O)N3CCN(C)CC3)c2)cc1
-2	4	0	0	-33	-2	1	-0.4	2	C/C=C(\C)CN1CCN(c2cccc(C)c2C)CC1
-1	-17	6	-4	-19	.	15	-0.4	-9	CN(C)C(CNC(=O)c1cccc(S(=O)(=O)N2CCN(c3ccccc3)CC2)c1)c1ccccc1 (stereo not given)
-6	-7	0	6	5	-4	-1	4.2	0	CCSc1nnc2c(n1)OC(C)(C)Nc1ccccc1-2
7	-3	1	2	1	-4	12	1.5	-3	CCOC(=O)C1CCN(C(=O)Cn2nc(CC)n3cccc3c2=O)CC1
-1	-2	0	4	13	3	11	-1.8	-2	S=c1[nH]nc(-c2cc(-c3ccccc3)n[nH]2)n1/N=C/c1ccc(Cl)c(Cl)c1
18	2	1	15	1	2	-1	-1.6	-4	Cc1nc2ccc(NC(=O)c3ccc(Cl)c([N+](=O)[O-])c3)cc2s1
-2	-3	3	-8	-4	-6	6	0.8	-5	CCOCCCN(C)C1CCN(C(=O)c2oc3ccccc3c2NC(=O)c2cccc([N+](=O)[O-])c2)CC1
3	-1	0	1	-11	1	-8	0.7	1	CC(=O)c1ccc(N2CCC(C)CC2)c(F)c1
1	-7	4	-4	-19	-2	9	63*	5	COc1ccccc1NC(=S)NC(=O)Cc1ccc(Cl)cc1
-1	-6	4	-9	-11	-3	-1	2.5	2	Cc1cc(C)c(S(=O)(=O)N2CCN(C(=O)c3cccs3)CC2)c(C)c1
-8	5	2	2	2	1	-2	1.2	1	CC(OC(=O)c1nsc(Cl)c1Cl)C(=O)NCc1ccc2c(c1)OCO2 (stereo not given)
4	-2	1	7	-3	6	15	-1.3	-5	COC(=O)c1c(NC(=O)c2ccoc2C)sc(C)c1C
-1	-5	3	15	25	3	4	0.2	-1	CCC(/C=C1\Sc2ccc(OC)cc2N1CC)=C\c1sc2ccc(OC)cc2[n+]1CCCS(=O)(=O)[O-]
4	-2	-1	-4	.	.	-3	.	-3	O=C(NC1CCCC1)C1C(c2ccc(C(F)(F)F)cc2)=Nc2ccccc2N1C(=O)c1ccco1 (stereo not given)
2	-3	3	-7	-1	-1	2	0.8	-2	COc1cccc(C(=O)/C=C/Nc2ccc(S(=O)(=O)Nc3ccc(C(C)=O)cc3)cc2)c1
-6	5	1	-7	-18	3	-9	2.3	-2	Cc1ccc2oc(C(=O)N(C)Cc3ccon3)c(C)c2c1
0	6	6	-1	-29	3	-1	0.2	5	C/C(=N\NC(=O)c1nnn(-c2nonc2N)c1-c1ccc2c(c1)OCO2)c1ccccc1
11	-2	1	0	-3	-2	4	-0.7	1	CC(Oc1ccccc1Cl)C(=O)N(Cc1ccco1)C1CCS(=O)(=O)C1 (stereo not given)
1	4	3	5	-7	8	4	-4.1	-2	Cc1ccc(NC(=O)N2CCN(C(=O)c3ccco3)CC2)cc1Cl
6	-12	1	-2	-20	2	8	-2.1	-1	O=C(Cn1ncc(Cl)c(Cl)c1=O)c1ccc2c(c1)OCCO2
5	-2	0	5	-13	2	3	1.5	-4	Nc1nnc(-c2ccc(Cl)cc2Cl)s1
7	7	0	-4	1	-7	2	-1.1	4	CC(C)(C)c1ccc(-c2nc(N)nc(N)n2)cc1

# Ordered by the number under CHRM5 PAM (falling): 3 from the list above
CHRM4 antagonist	CHRM5 PAM	M4 ag	M4 PAM	CRFR2-BP antag	IDE cell inh	M5 antag	CRFBP-R2 agonist	M5 ag	Compound
0	6	6	-1	-29	3	-1	0.2	5	C/C(=N\NC(=O)c1nnn(-c2nonc2N)c1-c1ccc2c(c1)OCO2)c1ccccc1
-8	5	2	2	2	1	-2	1.2	1	CC(OC(=O)c1nsc(Cl)c1Cl)C(=O)NCc1ccc2c(c1)OCO2 (stereo not given)
4	-2	1	7	-3	6	15	-1.3	-5	COC(=O)c1c(NC(=O)c2ccoc2C)sc(C)c1C

# Following part:
CHRM4 antagonist	CHRM5 PAM	M4 ag	M4 PAM	CRFR2-BP antag	IDE cell inh	M5 antag	CRFBP-R2 agonist	M5 ag	Compound
-3	-8	4	14	11	5	11	-0.5	-1	CC(Nc1nc(-c2ccc3c(c2)NC(=O)CO3)cs1)c1ccccc1 (stereo not given)
-5	-3	0	0	13	-2	6	-0.7	-1	CCn1c(C(=O)O)c(CC(=O)Nc2ccccc2OC)c2ccccc21
-7	-2	0	-1	-11	.	1	3.1	-5	CCN1/C(=C2/OC(=S)N(C)C2=O)Sc2ccccc21
4	4	3	5	1	0	6	0.0	-7	COC(=O)C1=C(C)N(Cc2ccccc2)C(=NCCc2c[nH]c3ccccc23)N[C@H]1c1ccccc1
-6	0	3	-1	-6	4	0	0.1	-2	O=C(CN1CCN(CC(=O)Nc2cccc(F)c2)CC1)Nc1ccc(-c2ccccc2)cc1
0	-8	0	-2	-4	.	7	0.3	5	CCC1(CC)SCCNC1=O
-4	-7	10	3	2	4	-5	-0.7	5	Cc1ccc(SCC(=O)OCC(=O)NCCNC(=O)COC(=O)CSc2ccc(C)c(C)c2)cc1C
